TSHR antag: Antagonists of the Thyroid Stimulating Hormone Receptor: HTS campaign. Thyrotropin receptor (Homo sapiens), P16473. TSHR-expressing cells, TSH-stimulated cAMP HTRF, 2 h; active compounds read low. activity change, negative = inhibition, % at 11.5 µM. hit rate 0.2% among 330,000. AID 504810, 2011;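 active = activity change below a set negative limit, meaning inhibition stronger than a set level, cut at about -70% in these data; inconclusive = activity change between two set negative limits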; note: % is set by controls: 0 for no effect and ±100 for the full control effect
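TSHR-expressing cells, 200/well, pre-treated with compound, then stimulated with EC80 TSH (4nM final) for 2 hours at 37 deg C. cAMP measured by competitive HTRF: anti-cAMP cryptate antibody in lysis buffer plus cAMP-d2, read after 30 minutes at room temperature.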
Chronic BCR inh: qHTS Assay to Find Inhibitors of Chronic Active B-Cell Receptor Signaling. Potency, µM (highest dose often 46.1 µM), inactives show at the highest dose ratio change, negative = lower green/red ratio, hits mostly inhibitors. AID 493014, 2011. ABC-DLBCL IkBa-CBG/CBR reporter, luminescence ratio, 4 h. hit rate 0.05% among 340,000; active = well fitted inhibition curve with a large enough effect in the signal ratio, with a control signal flat, not every such curve was filed as active; inconclusive = small, poorly fitted or top-dose-only effect, or effect the other way, or a change in a side signal; the % refers to the signal ratio;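 note: potency is the fitted concentration of half-maximal effect; plate controls were basal doxycycline-induced cells for no effect and cells given 10 µM MG132 for full effect; MG132 reads +100%, hits lower the ratio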
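TMD8 human ABC-DLBCL cells with doxycycline-inducible IκBα–green luciferase fusion and unfused red luciferase, in 0.5% FBS medium; compounds up to 46 uM, 4 h at 37C. Green/red luminescence ratio, filter-overlap corrected, fitted to concentration-response curves.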
hERG WT inh: qHTS for Inhibitors of KCHN2 3.1: Wildtype qHTS | Voltage-gated inwardly rectifying potassium channel KCNH2 (Homo sapiens), Q12809 | U2OS, BacMam KCNH2, thallium flux FluxOr; active compounds read low | activity change, % at 1.84 µM | hit rate 0.37% among 340,000 | AID 720551, 2013;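 active = maximum activity change below -70%; inconclusive = maximum activity change between -70% and -50%; inactive = maximum activity change above -50%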; note: % is set by controls: 0 for no effect and ±100 for the full control effect
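U2OS cells were transduced with wild-type KCNH2 virus (2.03 x 10^8 / mL) for 4 h at room temperature, then cultured overnight at 37 C. Thallium flux was read with FluxOr dye. Rate constants were normalized to DMSO controls.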
GALK inh: qHTS Assay for Inhibitors of Human Galactokinase (GALK). Potency, µM (highest dose often 57.5 µM), inactives show at the highest dose activity change, negative = inhibition, usual class: inhibitors. hit rate 0.007% among 270,000. AID 1868, 2009. Purified GALK, Kinase-Glo residual ATP luminescence. P51570; note: potency is the fitted concentration of half-maximal effect; % is set by controls: 0 for no effect and ±100 for the full control effect
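ATP-depletion format; final 35 uM ATP, 100 uM D-galactose, 5 nM enzyme; pH 8.0 HEPES/Mg2+ buffer; 60 min RT; luminescence read 10 min after detection reagent.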
FBPA coupling cs: qHTS Assay for Inhibitors of Fructose-1,6-bisphosphate Aldolase from Giardia Lamblia: Coupling assay counterscreen. coupling enzyme system counterscreen, AmpLite Red fluorescence. activity change, negative = inhibition, % at 58.2 µM, hits read low. hit rate 0.67% among 290,000; in the data active = activity change below about -30%; note: % is set by controls: 0 for no effect and ±100 for the full control effect
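Final compound at 57.5 uM, incubated 10 min at RT with coupling enzyme reagent (glyceraldehyde-3-phosphate), then 20 min with substrate and AmpLite Red detection. Fluorescence read at 525/598 nm; tests interference with the coupling assay, not aldolase inhibition.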
A-T KAP1 phos: qHTS Assay for Identifying a Potential Treatment of Ataxia-Telangiectasia | Potency, µM (series often up to 57.5 µM), inactives show top-dose activation, most hits filed as activators | […] A-T fibroblasts, KAP-1 phosphorylation AlphaLISA; neocarzinostatin DNA damage 30 min before lysis | hit rate 0.19% among 320,000; note: potency is the fitted concentration of half-maximal effect; % of control where 0% means no effect; nearly all actives have a fitted effect of over 45% in size
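hTERT-immortalized A-T patient fibroblasts ([…]), 500 cells/well in OPTI-MEM, 1% FBS, got compounds for 60 min, then NCS for 30 min at 37C. Lysates were then assayed for phospho-KAP-1 by AlphaLISA (anti-pKAP1 donor, anti-KAP1 acceptor beads), 6 hr at 25C.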
CXXC DNA block: qHTS Fluorescence Polarization Assay for Inhibitors of MLL CXXC domain - DNA interaction; hit rate 0.037% among 290,000; AID 2662, 2010; Histone-lysine N-methyltransferase 2A (Homo sapiens), Q03164; Potency, µM (titrated, usually from 115 µM), for the others: at the top dose activity change, negative = inhibition, most hits filed as inhibitors; MLL-CXXC / FITC-HOXA9 DNA fluorescence polarization; active = well fitted inhibition curve with a large enough effect in the polarisation, with a control signal flat, not every such curve was filed as active; inconclusive = small, poorly fitted or top-dose-only effect, or effect the other way, or a change in a side signal; inactive = no such curve, though single readings can be large or run the other way; the % refers to the polarisation; note: potency is the fitted concentration of half-maximal effect
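Purified MLL-CXXC (added from a 7 uM solution) was preincubated 5 min at ambient with pinned compounds in 50 mM Tris-HCl pH 7.5, 50 mM NaCl, 1 mM DTT, 0.05% BSA. Fluorescein-labeled HOX-A9 DNA (50 nM solution) followed, 30 min, then polarization read.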
Tb PFK block: qHTS Assay to Find Inhibitors of T. brucei phosphofructokinase. T. brucei PFK, ADP-Glo luminescence. Potency, µM (top dose mostly 57.5 µM), without a hit: at the highest dose activity, negative = inhibition, actives largely listed as inhibitors. hit rate 0.17% among 330,000. AID 485367, 2010;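 note: potency is the fitted concentration of half-maximal effect; 0% = uninhibited 1x PFK enzyme wells and -100% = no-enzyme wells; nearly all actives have a fitted effect of over 60% in size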
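PFK 1.25 nM, F6P 0.5 mM, ATP 0.1 mM, 0.1 M TEA pH 8.0, 5 mM MgCl2, 0.01% Tween20, 0.1% BSA; 45 min RT. ADP-Glo readout. qHTS titration up to 57 uM; curves fitted, compounds curve-classed.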
TCR activator: Activators of T cell receptors: qHTS campaign; AID 504894, 2011; Potency, µM (series often up to 9.22 µM), for inactives: at the top dose activation of IL-2 secretion, actives largely listed as activators; primary human leukocytes, anti-CD3, IL-2 HTRF, 48 h; 330,000 tested, under 10 active; note: % of control where 0% means no effect
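HTRF read-out of IL-2 secretion: europium cryptate donor excited at 320nm, d2 acceptor emission at 665nm. Cells were primary human leukocytes incubated 48 hr with compounds and a-CD3 beads, supplying TCR signal only.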
Giardia kill: Small Molecules that selectively kill Giardia lamblia: qHTS. Giardia lamblia trophozoite viability. activity change, % at 7.66 µM, hits read low. hit rate 0.15% among 340,000; in the data active = activity change below about -80%; inconclusive = between about -30% and that limit;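 note: parasites exposed to compound for two days anaerobically before the ATP read; % is set by controls: 0 for no effect and ±100 for the full control effect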
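Trophozoites 100 cells/well + cpd; 48 hrs, 37 deg C, anaerobic. ATPLite 1-Step added, 15-30 min RT, luminescence read (ATP-based viability).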
The depositor's hits bear a star; ? = inconclusive; nt = not tested or not shown; [ ] = remark or other dose. Unless noted, calls come from the whole dose curve; as a rule, active = well fitted curve in the direction sought with a large enough effect; inconclusive = small, poorly fitted or top-dose-only effect, or another doubt; inactive = no such curve, though single readings can be large; an effect the other way counts as inactive or inconclusive. The list is partial, so the mix of outcomes need not match the whole.

SMILES	TSHR antag	Chronic BCR inh	hERG WT inh	GALK inh	FBPA coupling cs	A-T KAP1 phos	CXXC DNA block	Tb PFK block	TCR activator	Giardia kill
Cc1nc2cc(C(=O)N3CCC4(CC3)OCCO4)ccc2n1-c1cccc(F)c1	19	?	-6	3%	5	nt	3%	-3%	-5%	0
COc1ccc(-c2cc(C(=O)N3CCC4(CC3)OCCO4)c3ccccc3n2)cc1	7	8%	-7	7%	nt	4%	4%	-1%	-1%	?
Cc1cc(C)c(NC2=NCCCS2)c(C)c1	23	-4%	3	-3%	2	8%	-7%	-2%	-3%[46.1 µM]	27
COC(=O)C1=C(c2ccc(F)cc2OCc2ccccc2)C[C@@H]2CC[C@H]1N2C(=O)NCc1ccccc1Cl	10	?	1	nt	nt	8%	nt	-1%	7%	0
COc1ccc(N=Cc2c(O)n(C)c(=O)n(C)c2=O)cc1	3	0%	nt	-1%	1	-19%	35%[activator]	1%	-3%	32[activator]
CCCNC(=O)N1[C@H]2CC[C@@H]1C(C(=O)OC)=C(c1ccc3ccccc3c1)C2	41	3%	5	nt	nt	15%	nt	0%	1%	24
CC1=NN(c2ccccc2)C(=O)/C1=C/c1c(O)[nH]c(=S)[nH]c1=O	19	10%	-9	-4%	7	-13%	0%	?	-4%	21
CNC(=O)Oc1cccc(-c2cn3cc(OC(=O)NC)ccc3n2)c1	-7	?	37	4%	-6	34%	1%	-2%	-3%[46.1 µM]	-8
CCN(CC)S(=O)(=O)c1cc(NC(=O)C(C)N2CC=C(c3ccccc3)CC2)ccc1C (configuration not stated)	-12	9%	23	1%	-1	6%	2%	0%	2%[46.1 µM]	4
CC(=O)[C@@]1(O)CCC2C3CC=C4C[C@@H](O)CC[C@]4(C)C3CC[C@@]21C (some centres not stated)	21	?	0	nt	nt	8%	nt	1%	4%	17
COc1ccc(CNCCc2ccc3c(c2)OCO3)cc1Br	5	-4%	10	nt	1	-6%	-7%	-23%	0%	-23
Cc1cc(OCC(=O)N2C[C@H]3C[C@@H](C2)c2cccc(=O)n2C3)c2c(C)cc(=O)oc2c1	-11	-5%	-13	nt	1	7%	-2%	0%	1%	6
COc1ccc(CCNC(=O)c2c(N)n(CCN3CCOCC3)c3nc4ccccc4nc23)cc1	0	6%	-8	-6%	-1	?	5%	5%	5%	-21
CNC(=O)CSP(=S)(OC)OC	nt	nt	6	nt	2	nt	nt	nt	-10%	22
Cc1ccc(N(C)C(=O)Oc2ccc(C(=O)c3ccc(Cl)cc3)cc2)cc1	13	?	4	1%	2	nt	-2%	-1%	-5%	-1
CCOC(=O)C(O)(c1ccc(N(CC)S(=O)(=O)c2ccc(C)cc2)cc1)C(F)(F)F (configuration not stated)	3	16%	8	1%	0	6%	11%	-3%	9%	-21
CN1[C@@H]2CC[C@H]1CC(OC1c3ccccc3CCc3ccccc31)C2 (some centres not stated)	-5	?	56	nt	0	-5%	3%[51.4 µM]	-2%	-4%	-8
CC1CN=C(Nc2ccc(F)cc2)S1 (configuration not stated)	-3	0%	-13	10%	4	24%	5%	-2%	-3%	-2
CC(=O)N1CC(=O)Nc2ccc(Br)cc2C1c1ccc(F)cc1 (configuration not stated)	3	0%	nt	0%	1	-16%	?	-16%	8%	21
O=c1[nH]c(O)c(C=Nc2ccccc2Sc2ccccc2)c(=O)[nH]1	4	-3%	4	0%	0	-7%	-4%	-3%	-2%	11
CN(C)C(=O)Oc1ccc2c(c1)O/C(=C\c1ccc(Cl)cc1)C2=O	-12	?	-2	nt	-1	-31%	-2%	2%	3%	62[activator]
CC(=O)Nc1ccccc1OP1(=O)COc2ccccc2OC1	0	4%	6	-2%	1	4%	-4%	28%	6%	-4
O=C(Cc1ccc(Cl)cc1)NCCN1CCN(C(=O)Cc2ccc(Cl)cc2)CC1	1	4%	6	4%	6	6%	?	-15%	6%	-1
Cc1nnc2ccc(N3CCN(C)CC3)nn12	13	?	0	6%	-2	6%	-1%	1%	-1%	12
COC(=O)C1=C(c2cccc(OCc3ccccc3)c2)C[C@@H]2CC[C@H]1N2C(=O)NCCOc1ccccc1	28	?	-4	nt	nt	6%	nt	9%	2%	?
Remaining list, next part.
SMILES	TSHR antag	Chronic BCR inh	hERG WT inh	GALK inh	FBPA coupling cs	A-T KAP1 phos	CXXC DNA block	Tb PFK block	TCR activator	Giardia kill
COC(=O)C1=C(c2cccc(C#N)c2)C[C@@H]2CC[C@H]1N2C(=O)NCc1cc(C)oc1C(F)(F)F	44	2%	-15	nt	nt	14%	nt	0%	-3%	-4
COc1ccc(-c2csc(-n3ncc(C(=O)O)c3C(F)(F)F)n2)cc1	-3	?	nt	6%	17	40µM*	-7%	4%	-6%	-28
COc1ccccc1-n1c(/C=C/c2ccc(O)cc2)nc2ccccc2c1=O	2	5%	-4	nt	-7	7%	61%[activator]	-1%	-1%	-6
COCCNC(=O)c1c(N)n(Cc2ccco2)c2nc3ccccc3nc12	4	?	0	3%	0	?	27%	1%	-2%	-13
CN1CC2([N+](=O)[O-])CC=C(Cl)C([N+](=O)[O-])(C1)C2 (configuration not stated)	5	-7%	40	-1%	0	-1%	-28%	1%	-6%	28
CC(C)c1ccc(NC(=O)N2C[C@H]3C[C@@H](C2)c2cccc(=O)n2C3)cc1	35	-18%	1	nt	-1	-4%	-1%	0%	0%	-13
COC(=O)CC1=C(C(=O)OC)C2(C(=O)Nc3c(C)cccc32)C(C#N)=C(N)O1 (configuration not stated)	8	2%	-1	-1%	-38*	2%	7%	-7%	1%	1
CCN1CCN(Cc2ccc(OC(F)(F)F)cc2)CC1	6	-2%	10	3%	4	-10%	9%	2%	nt	-6
Cc1ccc(CCN2CC(C(=O)N3CCC4(CC3)OCCO4)CC2=O)cc1 (configuration not stated)	2	0%	-13	2%	3	-3%	-9%	-2%	1%	-3
Cc1cc(C=C2C(=O)N(C)C(=O)N(C)C2=O)c(C)n1-c1ccccc1	-5	-6%	3	1%	-1	-2%	-21%	2%	8%	4
COC(=O)C(O)(c1ccc(NC(=O)NC2CCCCC2)cc1)C(F)(F)F (configuration not stated)	-7	-5%	-1	nt	-3	2%	-1%	-8%	3%[46.1 µM]	-17
Cc1c(N=Nc2c(O)n(C)c(=O)n(C)c2=O)c(=O)n(-c2ccccc2)n1C	4	1%	11	0%	0	-8%	3%	0%	-7%[46.1 µM]	-11
CCCC(C)n1[nH]c(=O)c2c1NC(=O)CSC2c1ccc(OC)cc1 (configuration not stated)	-6	-5%	-2	-3%	-1	0%	8%	0%	1%	6
